Ba/F3 V617F tox: reduce viability of Ba/F3 cells dependent on JAK2V617F. inhibition, % at 5.6 µM. Ba/F3 EpoR-JAK2V617F viability, ATP luminescence. 220,000 tested, 1.1% active;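 active = inhibition above the campaign mean plus 3 SD over all tested compounds, cut at about 24% in these data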;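 note: cytokine-independent growth of Ba/F3 cells driven by EpoR plus mutant JAK2; 0% = DMSO-treated cells and 100% = JAK inhibitor I control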
p97 inhibitor: human p97 ATPase inhibition | 220,000 tested, 0.42% active | inhibition, % at 8 µM | AID 1481 | P55072 | recombinant p97 ATPase, Kinase-Glo ATP luminescence, 3 h; in the data active = inhibition above about 15%;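 note: 0% = DMSO vehicle and 100% = wells lacking enzyme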
NCF1 inh: inhibitors of human p47phox binding; P14598; 220,000 tested, 0.53% active; p47phox/p22phox peptide binding, fluorescence polarization, 2 h; AID 1274; inhibition, % at 24.7 µM;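 active = inhibition above about 30%, limit read from the data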;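 note: 0% = p47phox with labelled peptide and 100% = labelled peptide alone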
Target sequence (P14598 whole entry, looked up): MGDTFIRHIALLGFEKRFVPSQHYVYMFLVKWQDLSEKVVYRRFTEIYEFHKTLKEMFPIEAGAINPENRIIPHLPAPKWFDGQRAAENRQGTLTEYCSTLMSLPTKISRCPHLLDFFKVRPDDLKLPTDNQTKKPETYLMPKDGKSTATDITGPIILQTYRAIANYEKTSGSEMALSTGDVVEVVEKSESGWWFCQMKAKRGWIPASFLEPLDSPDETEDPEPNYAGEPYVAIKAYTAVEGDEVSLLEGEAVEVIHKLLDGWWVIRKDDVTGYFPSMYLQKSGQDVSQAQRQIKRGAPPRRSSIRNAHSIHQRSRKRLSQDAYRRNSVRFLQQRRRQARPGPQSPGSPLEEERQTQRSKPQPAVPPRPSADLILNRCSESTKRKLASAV
PPC-1+TRAIL kill: kills PPC-1 cancer cells in the presence of TRAIL | PPC-1 cells + TRAIL, ATPLite viability luminescence | cell killing (% activity), % at 4 µM | 220,000 tested, 0.41% active | AID 1443;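 active = cell killing above 50% in the first pass at 4 µM, then a duplicate retest at 5 µM averaging 50% or more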;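 note: plate controls were cells with TRAIL plus DMSO for no effect and medium-only wells lacking cells for full effect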
Furin inhibitor: human furin inhibition; inhibition, % at 30 µM; purified furin, fluorogenic substrate cleavage; 220,000 tested, 0.061% active; in the data active = inhibition above about 25%; note: inactives centre near -15
Target sequence (P09958 108-714 limits assumed): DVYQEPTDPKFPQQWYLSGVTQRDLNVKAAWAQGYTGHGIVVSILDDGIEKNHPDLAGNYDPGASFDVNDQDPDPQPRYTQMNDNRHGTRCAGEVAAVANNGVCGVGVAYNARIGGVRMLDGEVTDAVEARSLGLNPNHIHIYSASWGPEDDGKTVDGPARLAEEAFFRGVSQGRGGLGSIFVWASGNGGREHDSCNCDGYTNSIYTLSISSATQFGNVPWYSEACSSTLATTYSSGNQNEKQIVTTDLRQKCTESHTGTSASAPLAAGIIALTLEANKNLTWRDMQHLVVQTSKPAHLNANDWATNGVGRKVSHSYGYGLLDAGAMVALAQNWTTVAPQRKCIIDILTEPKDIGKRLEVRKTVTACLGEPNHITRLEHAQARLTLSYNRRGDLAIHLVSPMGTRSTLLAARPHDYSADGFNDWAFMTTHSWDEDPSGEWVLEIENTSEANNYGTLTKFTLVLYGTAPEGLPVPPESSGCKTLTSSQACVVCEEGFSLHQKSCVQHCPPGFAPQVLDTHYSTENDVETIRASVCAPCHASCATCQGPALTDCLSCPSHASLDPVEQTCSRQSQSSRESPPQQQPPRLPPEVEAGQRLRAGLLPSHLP
PGE2 EP2 inh: blocks the human prostaglandin E2 receptor EP2. C6 glioma cells expressing human EP2, cAMP TR-FRET; cells stimulated with saturating PGE2. 260,000 tested, 0.52% active. P43116. inhibition, % at 25 µM. AID 1422;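 active = percent inhibition above 40 after rounding to a whole number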;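 note: rat C6 glioma host cells with rolipram phosphodiesterase inhibitor present; the protocol text gives 20 µM as final concentration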
RBBP9 inh: blocks human serine hydrolase RBBP9; 220,000 tested, 0.2% active; recombinant RBBP9, FP-Rh probe fluorescence polarization; inhibition, % at 7.94 µM; O75884; AID 1515;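 active = inhibition above the campaign mean of all tested compounds plus 3 SD, cut at about 14% in these data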;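 note: plate controls were DMSO wells with RBBP9 for no effect and wells lacking RBBP9 protein for full effect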
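Test system – recombinant human RBBP9 · Input – RBBP9 2.5 µM in dispensing solution, pre-mixing · Medium – Tris buffer pH 8.0, NaCl, Pluronic · Schedule – preincubation 30 min plus labeling 45 min at 25 °C · Measured by – fluorescence polarization · Measure – % inhibition · Controls – DMSO and no-protein wells · Replicates – one well per compound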
Tb hexokinase: blocks Trypanosoma brucei hexokinase 1 activity; recombinant TbHK1, G6PDH-coupled NADH A340; inhibition, % at 10 µM; 220,000 tested, 0.11% active; AID 1430;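 active = inhibition of 50% or more in the single-dose primary screen; inactive = inhibition below 50%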
BaF3 tox: parental Ba/F3 viability inhibition as JAK2V617F counter-screen | CellTiter-Glo ATP luminescence | inhibition, % at 5.6 µM | 220,000 tested, 1.1% active | AID 1486;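 active = inhibition above a per-campaign cutoff, the mean inhibition of all tested compounds plus 3 SD, cut at about 27% in these data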;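 note: 0% = DMSO wells and 100% = JAK Inhibitor I control wells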
Active calls of the source: *; nt = not tested or not shown; & = joins results of further samples; [ ] = dose if it differs, or a comment. Some of the compounds tested; count on the stated rates, not on these rows.

SMILES	Ba/F3 V617F tox	p97 inhibitor	NCF1 inh	PPC-1+TRAIL kill	Furin inhibitor	PGE2 EP2 inh	RBBP9 inh	Tb hexokinase	BaF3 tox
COc1ccc(C(CC(=O)c2ccccc2)CC(=O)c2ccccc2)cc1OC	3.6	-10.3	-3.8	-9.8	-3.9	0.6	-18.7	-3.4	-0.3
CS(=O)(=O)c1ccc2nc(NC(=O)c3cc4ccccc4o3)sc2c1	-0.6	1.9	-14.2	18.9	-20.2[20 µM]	14.1&9.3	4.9	-76.3	1.4
CCOC(=O)C1=NNC(C(=O)c2ccc(C)cc2)C1c1ccc(C)cc1 (stereo unspecified)	-3.0	1.6	-9.9	16.2	-11.4	3.1	-8.3	2.7	3.4
CCOC(=O)C1(CCCc2ccccc2)CCN(C(=O)Cn2nc(C)nc2C)CC1	-2.4	-0.9	2.6	14.5	-16.1	13.0	0.1	-14.3	-3.4
CCn1c(SCC(=O)Nc2ccc3[nH]c(=O)[nH]c3c2)nnc1-c1ccccc1	-1.2	4.5	-10.5	-9.6	-22.1	5.7	1.5	2.3	-7.6
NS(=O)(=O)c1cccc(NC(=O)COc2ccc([N+](=O)[O-])cc2)c1	1.1	-1.8	-6.8	23.6	-6.2	3.6	-4.2	-2.5	12.5
CC(NC(=O)C(c1ccccc1)c1ccccc1)C(=O)O (stereo unspecified)	-2.6	2.0	-1.8	15.3	-23.5	9.9	-5.5	-3.6	7.6
CCOC(=O)c1ccc(NS(=O)(=O)c2cnc[nH]2)cc1	-0.3	-0.3	-2.8	3.4	-16.3	10.7	-6.1	-4.4	6.5
O=C(Cn1cnc2ccccc2c1=O)N1CCc2ccccc2C1	-3.7	4.0	-3.7	29.1	-26.2	2.7	-1.4	0.4	7.5
CC(C)(C)CC(C)(C)NC1=CC(=O)OC12CCCCC2	-3.7	0.2	1.8	-7.4	-11.4[20 µM]	7.8	-5.0	-3.2	8.3
CC(=O)Nc1cccc(OCC(=O)Nc2ccccc2)c1	-1.5	3.0	-12.3	34.0	-17.4[20 µM]	nt	-1.3	1.0	1.3
Cc1ccc(C2=NN(C(=O)c3cccs3)C(c3ccccc3O)C2)cc1 (stereo unspecified)	1.7	3.7	-11.6	7.7	-17.3	6.9	-4.0	-6.7	8.0
O=C(CN1C(=O)c2ccccc2C1=O)Nc1ccc(S(=O)(=O)N2CCOCC2)cc1	2.9	-2.6	4.0	8.4	-15.9	2.3	-4.0	-3.7	5.0
COc1cc(/C=C/C(=O)O)cc(S(=O)(=O)Nc2ccc3c(c2)OCO3)c1OC	1.8	0.7	-4.1	13.4	-23.2	11.3	-2.5	-6.6	3.2
O=C(NC(C(=O)c1ccccc1)n1cnccc1=O)c1ccccc1 (stereo unspecified)	0.1	0.4	3.8	-3.8	-28.2	11.0	-7.6	4.0	4.3
O=C(NCCCN1CCCC1=O)NC12CC3CC(CC(C3)C1)C2	-3.3	9.7	-7.2	2.7	-7.8[20 µM]	5.3	-0.9	-1.2	0.7
COC(=O)C(C)N(C(=O)c1cccc(Cl)c1)c1c(C)cccc1C (stereo unspecified)	-2.1	-2.6	0.4	20.4	-19.2[20 µM]	4.5	-6.7	-10.3	-1.4
COc1ccc(OC)c(Cc2nnc(CCC(=O)NC3C4CC5CC(C4)CC3C5)o2)c1 (stereo unspecified)	-2.8	0.2	0.7	nt	-20.8	7.9	6.4	-3.5	5.5
O=C1Cc2ccccc2C(c2ccccc2)N1 (stereo unspecified)	2.8	-3.8	0.4	-20.5	-12.0	9.4	-10.5	34.0	5.0
CC(C)NS(=O)(=O)c1ccc(CCC(=O)NCc2cccnc2)cc1	1.2	-1.0	-4.8	5.7	-9.9	8.8&7.6	-2.6	2.7	9.1
COc1ccc(OC)c(S(=O)(=O)N2CCCCC2C(=O)O)c1 (stereo unspecified)	4.2	-2.9	-1.5	-3.4	5.7[20 µM]	-0.3	-4.5	-4.9	2.6
Cc1ccc(S(=O)(=O)NCC(=O)N(CC(=O)NC2CCCCC2)Cc2ccco2)cc1	1.0	5.8	-4.5	-5.6	-16.2[20 µM]	1.7	5.6	-4.2	2.6
Cc1ccc(CNc2ccc3c(c2)OCO3)cc1	-0.5	1.8	5.8	14.8	-6.0[20 µM]	9.4	-4.3	6.1	4.1
C/C=C\C=C\C(=O)Nc1cccc(C2=NOC3(C2)C[C@@H](C(N)=O)N(C(=O)C(c2ccccc2)c2ccccc2)C3)c1 (stereo partly specified)	nt	nt	-19.9	16.1	-15.9	17.2	nt	-9.5	nt
CC1(C)CC(=O)C2=C(C1)OC(N)=C(C#N)C21CCC2(CC1)OCCO2	-3.8	5.9	-4.6	27.1	-17.4[20 µM]	0.6	-4.7	-2.4	1.0
CN(Cc1ccccn1)C(=O)CC1C(=O)NCCN1Cc1cccc(Oc2ccccc2)c1 (stereo unspecified)	-4.2	4.3	-4.3	1.5	-13.2	6.5	6.2	-9.6	3.8
Cc1ccc(C(=O)Nc2cccnc2Oc2ccc(Cl)cc2)cc1	-4.9	3.5	-18.5	6.0	-9.4	16.7	-7.4	-7.3	1.4
CCOC(=O)c1sc(NC(=O)CNC(=O)Cn2cnc3sc(C)c(C)c3c2=O)nc1C	-1.3	1.5	-7.6	-3.7	-21.0[20 µM]	13.5	4.7	-10.9	3.4
CC(=O)c1cn(CCC(C)C)c(=O)[nH]c1=O	1.3	1.0	-4.5	7.4	-8.4	13.9	-6.6	-0.3	4.8
CCn1cc(/C=N/NC(=O)c2ccc3c(c2)OCO3)cn1	-2.6	-0.6	-0.3	10.8	-10.3	5.7	-6.4	-1.7	0.7
C=CCn1c(SCc2cc(=O)n3ccsc3n2)nnc1C1CCCCC1	-2.1	5.7	-0.2	-1.4	-12.1[20 µM]	-4.0	8.7	5.3	1.1
NC(=O)Cn1cnc2nc3n(c2c1=O)CCC3	-2.4	3.5	-2.7	11.4	-23.5	7.9	-5.4	-0.2	3.9
O=C1CC(N2CCN(C(c3ccccc3)c3ccccc3)CC2)C(=O)N1Cc1ccc(N2CCCC2=O)cc1 (stereo unspecified)	3.6	-5.1	-20.1	10.1	-5.9[20 µM]	4.7	-7.4	-12.4	9.7
COc1cc(C=C2C(=O)c3ccccc3C2=O)cc(OC)c1OC	1.7	1.1	-2.6	13.2	-3.1	7.0	1.2	10.5	4.3
CCC(=O)Nc1ccc(C(=O)OCc2ccc(Cl)c(Cl)c2)cc1	-0.8	-0.2	-8.8	-3.4	-3.8	5.3	-6.6	21.0	4.9
O=[N+]([O-])c1cc(C(F)(F)F)ccc1NCCOc1ccccc1	-2.6	-2.5	-9.8	12.8	-22.3	9.9	-9.7	11.0	1.1
CC1CCN(Cc2csc(N)n2)CC1	-2.1	-1.4	-1.2	11.4	-14.3[20 µM]	10.9	-5.4	-11.8	1.4
CCOc1ccc(-c2nnn(CC(=O)N3CCCC3)n2)cc1OCC	-1.0	1.5	3.3	19.1	-12.0[20 µM]	21.8&18.0	-1.5	-4.9	5.2
CCCCCc1cccnc1	-4.6	9.6	8.8	-8.1	-20.4	7.2	6.1	1.9	-1.4
COC(=O)c1cc(Br)ccc1NC(=O)Nc1ccc(C)cc1	3.5	6.2	nt	nt	-8.1[20 µM]	17.3	3.0	-5.8	34.4*
COCCn1cnnc1SCC(=O)Nc1sccc1C(N)=O	-1.1	4.0	-9.0	2.1	-20.5	1.8	-1.0	-3.3	3.8
O=C(OCCC1Oc2cccnc2NC1=O)c1ccc([N+](=O)[O-])cc1 (stereo unspecified)	-3.3	4.6	-6.7	41.5	-20.4	5.2	-0.2	-2.8	-3.5
COc1ccc(/C=N/NC(=O)C(=O)Nc2ccccn2)cc1OC	2.8	0.0	-13.7	15.4	8.7	12.1	-6.4	-72.9	4.0
COc1ccc(S(=O)(=O)N2CCC(O)(c3ccc(Cl)cc3)CC2)cc1OC	-0.9	-3.1	-14.5	-10.6	-5.9	10.5	-8.4	-2.6	-4.1
O=C(COC(=O)CCc1nc2ccccc2s1)Nc1ncc(Cl)cc1Cl	-2.1	-1.2	6.5	-1.0	-9.8	6.8	-6.5	1.4	0.2
O=c1cc(CSCc2ccc(Cl)cc2)[nH]c(=O)[nH]1	4.1	-15.3	-5.6	-0.9	-4.9	12.3	-6.2	-0.6	-3.1
CCOc1cc(CNCc2cccs2)cc(Br)c1OC	2.0	0.1	-5.1	22.3	-18.6[20 µM]	13.7	-8.4	1.2	6.1
CSc1ccc(CN(C)C(C)C(=O)NCc2ccccc2)cc1 (stereo unspecified)	-2.9	-1.0	-1.0	22.4	-20.8	5.1	-1.9	-1.7	0.6

Gathered by group, the entries above with a furan ring, fused or not.
SMILES	Ba/F3 V617F tox	p97 inhibitor	NCF1 inh	PPC-1+TRAIL kill	Furin inhibitor	PGE2 EP2 inh	RBBP9 inh	Tb hexokinase	BaF3 tox
CS(=O)(=O)c1ccc2nc(NC(=O)c3cc4ccccc4o3)sc2c1	-0.6	1.9	-14.2	18.9	-20.2[20 µM]	14.1&9.3	4.9	-76.3	1.4
Cc1ccc(S(=O)(=O)NCC(=O)N(CC(=O)NC2CCCCC2)Cc2ccco2)cc1	1.0	5.8	-4.5	-5.6	-16.2[20 µM]	1.7	5.6	-4.2	2.6

Carrying on.
SMILES	Ba/F3 V617F tox	p97 inhibitor	NCF1 inh	PPC-1+TRAIL kill	Furin inhibitor	PGE2 EP2 inh	RBBP9 inh	Tb hexokinase	BaF3 tox
CC(=O)Oc1ccc(C(=O)Nc2cc(NC(=O)c3ccc(OC(C)=O)cc3)cc(C(=O)NC(C)(C)C)c2)cc1	-2.8	7.7	-64.0	5.6	-9.7	16.7	-26.9	3.2	4.1
COc1ccc(-c2nnc(COc3ccc4ccccc4c3)o2)cc1OC	-2.0	-3.9	-13.8	5.6	4.0[20 µM]	3.4	-5.5	-16.9	2.7
O=C(c1ccc(-c2ccccc2)cc1)N1CCN(c2nc3ccccc3o2)CC1	-2.5	9.3	-11.3	16.3	-14.2	12.6	1.2	-11.0	0.8
Cc1cnc(C(=O)OCC(=O)Nc2cc(Cl)cc(Cl)c2)cn1	3.2	1.2	11.2	3.8	-10.1	6.7	-4.3	0.6	6.8
COc1n[nH]c2nncnc12	-1.4	-1.2	-10.3	2.7	-24.0	9.4&12.7	-12.7	12.8	1.9
Cc1nn2cc(-c3ccc(-c4ccccc4)cc3)nc2s1	-0.6	4.4	-33.0	25.7	5.1	13.8	11.0	-14.6	-1.4
CCOC(=O)N1CCN(CC(=O)n2c(C)c(C)c3ccccc32)CC1	0.6	-0.2	3.1	1.0	-15.1	13.4	-10.0	-7.5	0.8
CCCCC(=O)NC(=S)Nc1cc([N+](=O)[O-])ccc1OC	3.6	1.6	-0.1	8.3	-11.4	6.7	-0.9	-4.7	8.2
CCCCC1(C)OC(=O)C(=Cc2c[nH]c3ccccc23)C(=O)O1 (stereo unspecified)	4.7	-2.2	-41.3	12.7	-10.9	8.3	-2.2	11.1	8.5
c1ccc(-c2nc(N3CCOCC3)cc(N3CCOCC3)n2)cc1	0.0	1.7	-11.4	26.4	-29.6	3.1	-9.7	-3.2	4.4
Cc1cc(C2=NNC(=NC3CCCCC3)SC2)c(C)n1-c1c(C)n(C)n(-c2ccccc2)c1=O	-1.5	5.8	0.5	8.8	2.4	3.0	-1.8	-15.6	-0.6
COc1ccccc1CNC(=O)CN1CCN(S(=O)(=O)c2cccs2)CC1	1.8	-0.5	2.4	-0.4	-25.1	3.1	1.6	-4.1	5.5

3 entries from above, arranged by their value in p97 inhibitor, lowest first.
compound,p97 inhibitor
CC(C)(C)CC(C)(C)NC1=CC(=O)OC12CCCCC2,0.2
CCOC(=O)C1=NNC(C(=O)c2ccc(C)cc2)C1c1ccc(C)cc1 (stereo unspecified),1.6
CC(=O)Nc1cccc(OCC(=O)Nc2ccccc2)c1,3.0
